From PubChem
MITF inh – inhibitors of human MITF; AlphaScreen MITF homodimerization, bead proximity signal; AID 1259374; inhibition, % at 2.6 µM; actives 0.91% (n = 650,000); O75030; in the data active = inhibition above about 50%;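 note: 0% = vehicle wells with protein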
Target sequence (O75030 whole entry, looked up): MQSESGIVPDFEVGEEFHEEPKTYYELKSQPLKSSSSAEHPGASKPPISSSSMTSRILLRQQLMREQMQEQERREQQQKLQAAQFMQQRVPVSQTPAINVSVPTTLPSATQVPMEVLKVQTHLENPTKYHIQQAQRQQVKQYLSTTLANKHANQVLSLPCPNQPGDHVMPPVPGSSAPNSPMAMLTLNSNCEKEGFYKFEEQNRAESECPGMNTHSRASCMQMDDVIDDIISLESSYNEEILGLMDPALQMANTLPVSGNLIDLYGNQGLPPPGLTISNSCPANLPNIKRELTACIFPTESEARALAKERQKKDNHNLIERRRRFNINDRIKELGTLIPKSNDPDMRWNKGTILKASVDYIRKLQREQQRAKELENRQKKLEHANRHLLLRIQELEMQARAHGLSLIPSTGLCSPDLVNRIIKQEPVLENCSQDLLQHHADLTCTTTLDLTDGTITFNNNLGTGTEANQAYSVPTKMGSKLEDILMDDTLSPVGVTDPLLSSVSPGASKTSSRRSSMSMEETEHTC
TEAD-YAP inh – TEAD-YAP interaction inhibition; HEK-TIYL cells, TEAD-Gal4/YAP UAS-luciferase luminescence; actives 1.4% (n = 640,000); inhibition, % at 9.12 µM; AID 1259422; in the data active = inhibition above about 32%;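 note: 0% = median of test compound wells and 100% = reference inhibitor wells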
GPR151 ag – human GPR151 activation; PathHunter beta-arrestin GPR151 cells, luminescence; actives 1% (n = 650,000); activation, % at 11.2 µM; in the data active = activation above about 4.9%;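 note: 0% = median of compound wells and 100% = cells with positive control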
Target sequence (Q8TDV0 whole entry, looked up): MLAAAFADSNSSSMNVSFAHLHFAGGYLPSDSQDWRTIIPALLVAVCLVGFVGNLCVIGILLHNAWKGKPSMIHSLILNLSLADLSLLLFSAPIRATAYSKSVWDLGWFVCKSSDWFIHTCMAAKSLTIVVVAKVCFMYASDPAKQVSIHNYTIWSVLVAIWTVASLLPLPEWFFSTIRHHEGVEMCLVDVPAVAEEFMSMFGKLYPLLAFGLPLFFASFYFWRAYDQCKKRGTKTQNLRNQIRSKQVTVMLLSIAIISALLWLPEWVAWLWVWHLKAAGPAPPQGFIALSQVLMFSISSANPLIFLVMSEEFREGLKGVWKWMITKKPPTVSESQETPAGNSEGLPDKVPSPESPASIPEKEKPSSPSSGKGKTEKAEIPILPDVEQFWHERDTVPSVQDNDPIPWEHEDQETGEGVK
FBW7 act – activators of human E3 ligase FBW7; normalized activity (activation), % at 26.1 µM; Q969H0; AID 1259310; actives 0.13% (n = 650,000); AlphaScreen FBW7–phospho-cyclin E peptide binding, activator screen; in the data active = normalized activity above about 1.9%;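 note: purified mutant Fbw7 with reduced substrate affinity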
Starred values were filed as active, the others as inactive; . = not tested or not shown; & = joins results of further samples.

Below each compound – GPR151 ag	FBW7 act	MITF inh	TEAD-YAP inh
> CCOc1ccc(-c2nnc(SCC(=O)Nc3cc(C(F)(F)F)ccc3Cl)nc2-c2ccc(OCC)c(OC)c2)cc1OC
  -0.1	-0.2	-5	-2
> NC(=O)CCNS(=O)(=O)c1ccc2ccccc2c1
  2.6	0.3	3	0
> O=C(Nc1ccc(N2CCOCC2)c(Br)c1)c1ccccc1
  -0.6	0.2	5	-52
> CCN(c1ccccc1)c1nc2ccccc2n2nnnc12
  -0.8	0.3	0	-13
> CC(C)CC1(C(=O)O)NC(c2cc(Br)ccc2O)C2C(=O)N(c3ccccc3)C(=O)C21 (stereo unspecified)
  -0.5	0.1	13	-1
> Cc1c(Cl)cccc1NC(=O)CCCn1sc2ccccc2c1=O
  -0.2	-0.3	9	-6
> CCOC(=O)C1CCCN(C(=O)Cn2c(=O)n(CC)c3ncccc32)C1 (stereo unspecified)
  1.4	-0.1	-8	6
> O=C1CCSc2c1cccc2C(=O)NC1CCN(Cc2ccccc2)CC1
  -1.7	-0.2	-9	3
> O=C(Nn1c(C2CC2)nc2ccccc2c1=O)c1ccc(F)c(F)c1
  0.0	0.0	-5	4
> COc1ccccc1NC(=O)C1=C(C)Nc2nnnn2C1c1ccc(OC)c([N+](=O)[O-])c1 (stereo unspecified)
  -0.4	0.0	-13	-11
> COc1ccc(CC(=O)NNC(=S)Nc2ccccc2)cc1Br
  -0.4	-0.1	12	4
> Cn1c(SCc2ccccc2)nnc1C1CCCN1C(=O)c1ccc2c(c1)OCO2 (stereo unspecified)
  5.9*	-0.1	-15	-2
> C/C(=N\NC(=S)NC(C)C)c1ccc(-n2ccnc2)cc1
  -2.4	0.1	-12	-7
> Cc1ccccc1CNC(=O)C1CCN(c2nnc(N3CCCC3=O)s2)CC1
  1.5	0.0	-6	-2
> CCCCC(CC)C(=O)Nc1ccc(F)c([N+](=O)[O-])c1 (stereo unspecified)
  -0.2	-0.2	-2	-4
> C=CCNC(=O)/C(=C\c1cccc([N+](=O)[O-])c1)NC(=O)c1ccco1
  -0.2	0.1	10	-2
> CCc1nc2sccn2c(=O)c1C(=O)NCCc1ccncc1
  -0.5	0.5	16	1
> CCOC(=O)C1(Cc2ccccc2)CCN(Cc2cnn(CC)c2)CC1
  -0.2	0.1	-1	-12
> COc1ccc(-c2nnc(SCC(=O)Nc3nc(C)cs3)n2C)cc1
  -0.2	0.0	10	4
> NS(=O)(=O)c1ccc(N=Cc2ccc(-c3ccccc3)o2)cc1
  -0.7	0.7	18	5
> CN1C(=O)NC(=O)/C(=C/c2ccc(N(C)C)cc2)C1=O
  -0.6	0.2	2	8
> CCNc1nc(Oc2ccc(=O)[nH]n2)nc(SC)n1
  0.6	0.1	8	2
> C=CCN1CCN(c2ccc(F)c(Cl)c2)C1=O
  -0.2	0.0	12	-30
> CCOC(=O)C1=C(C)N=c2s/c(=C\c3cc4c(cc3Br)OCO4)c(=O)n2C1c1ccc(OC)cc1 (stereo unspecified)
  -1.0	0.0	11	-1
> OCCSc1ccc(-c2ccc(SCCO)cc2)cc1
  4.4	0.1	-23	-49
> CCOC(=O)c1c(NC(=S)NN2CCOCC2)sc2c1CCCCC2
  2.8	-0.1	0	8
> CCCSc1nc(C)c(CC(=O)O)c(=O)[nH]1
  -0.2	-0.1	-17	-3
> COC(=O)c1ccc(/C=N/n2c(COc3ccccc3)n[nH]c2=S)cc1
  0.4	0.1	-17	-7
> NC(=O)NC(=O)C[n+]1ccc(/C=N/O)cc1
  0.4	0.2	13	7
> Cn1c(=O)n(C)c2cc(/C=C(/C#N)c3ccc(C(=O)O)cc3)ccc21
  -1.3	0.1	-22	3

A few values from above.
Under GPR151 ag, CCCCC(CC)C(=O)Nc1ccc(F)c([N+](=O)[O-])c1 (stereo unspecified) reads -0.2
Under MITF inh, O=C1CCSc2c1cccc2C(=O)NC1CCN(Cc2ccccc2)CC1 reads -9
Under MITF inh, CCOC(=O)c1c(NC(=S)NN2CCOCC2)sc2c1CCCCC2 reads 0
Under MITF inh, COc1ccc(CC(=O)NNC(=S)Nc2ccccc2)cc1Br reads 12

Back to the main list; the 4 compounds before the break are reprinted first.
Below each compound – GPR151 ag	FBW7 act	MITF inh	TEAD-YAP inh
> CCCSc1nc(C)c(CC(=O)O)c(=O)[nH]1
  -0.2	-0.1	-17	-3
> COC(=O)c1ccc(/C=N/n2c(COc3ccccc3)n[nH]c2=S)cc1
  0.4	0.1	-17	-7
> NC(=O)NC(=O)C[n+]1ccc(/C=N/O)cc1
  0.4	0.2	13	7
> Cn1c(=O)n(C)c2cc(/C=C(/C#N)c3ccc(C(=O)O)cc3)ccc21
  -1.3	0.1	-22	3
> COc1ccc(C(=O)C2CCCN(S(=O)(=O)c3c(C)n[nH]c3C)C2)c(C)c1 (stereo unspecified)
  -1.6	-0.1	-7	1
> COc1ccc(C2=NS(=O)(=O)N(C)C(C(=O)N3CCc4ccccc4C3)=C2)cc1OC
  0.1	-0.1	4	21
> Cc1cn([C@H]2C[C@H](N=[N+]=[N-])[C@@H](CO)O2)c(=O)[nH]c1=O
  -0.2&1.3&-0.7	-0.1&-0.1&0.0	3&12&7	0
> CC1=C(C(=O)Nc2ccc(C)cn2)C(c2ccccc2C)C2=C(CCCC2=O)N1 (stereo unspecified)
  1.9	0.1	2	5
> CCCOc1ccc(C2C(C(=O)OCC)=CN(Cc3ccc(F)cc3)C=C2C(=O)OCC)cc1OC
  1.0	0.8	-21	0
> NC(=O)C1CC(=O)N(c2ccc(OCC(=O)Nc3ccc(Cl)c(Cl)c3)cc2)C1 (stereo unspecified)
  0.4	0.1	2	-3
> O=C(COC(=O)c1cc[n+]([O-])cc1)Nc1ccccc1Sc1ccccc1
  1.4	-0.1	0	3
> CC(C)(C)C1CCc2c(sc(NC(=O)COc3ccc(C#N)cc3)c2C(N)=O)C1 (stereo unspecified)
  -0.3	-0.1	-13	-7
> CCOc1ccccc1CN1CCN(Cc2cc(OC)c(O)c(OC)c2)CC1CCO (stereo unspecified)
  -0.4	0.2	3	4
> CCOC(=O)c1ccc(-n2c(=S)sc3c2nc(=S)n2c4ccccc4[nH]c32)cc1
  -0.1	0.0	3	3
> Cc1cn2c3ccccc3nc2n1CCCO
  3.2	-0.1	6	-3
> CCOc1ccc(S(=O)(=O)c2cn(CC)c3cc(OC)c(OC)cc3c2=O)cc1
  -0.6	0.2	-2	-11
> COc1cc(Nc2nc(N3CCN(Cc4ccc5c(c4)OCO5)CC3)nc3c2ncn3Cc2ccc(C(F)(F)F)cc2)cc(OC)c1OC
  1.9	-0.2	5	-5
> Cn1c(Nc2cccc(Cl)c2)nc2ccccc21
  3.4	0.1	5	-21
> CC(=O)c1ccc(NC(=O)COc2ccc(C)cc2C)cc1
  0.9	0.1	-10	9
> Cc1nc2c(Cl)cccc2c2c1CC(C)S2 (stereo unspecified)
  -0.2	0.2	10	-5
> COc1cc(CC2(CCC(=O)NCc3ccc4ncccc4c3)CCC(=O)N2)ccc1F (stereo unspecified)
  -0.7	-0.1	6	-8
> Cc1cc(C)c2c(N)c(C(=O)N(c3ccccc3)c3c(Cl)cccc3Cl)sc2n1
  4.3	0.1	-10	-18
> Cc1cc(C)c(NC(=O)c2cnc3n(c2=O)CCS3)c(C)c1
  -1.1	-0.1	16	-18
> CCOc1ccccc1/C=N/NC(=O)c1cccc(C)c1
  1.3	0.0	1	-7
> Cc1ccc(NC(=O)c2c(N)sc3c2CCC3)c(C)c1
  -0.6	-0.1	-11	10
> CCOC(=O)Cc1csc(NC(=O)c2c(O)c3cccc4c3n(c2=O)CC4)n1
  -1.0	0.0	5	-2
> CN(C)S(=O)(=O)N1CCN(C(=O)N2CCOCC2)CC1
  -0.7	-0.1	7	1
> COc1ccc2c(c1)OC(C)CN(CC(=O)NCCc1ccc(OC)c(OC)c1)C2 (stereo unspecified)
  0.6	0.0	4	4
> CCOC(=O)C1=C(O)/C(=C/c2ccc(N(CC)CC)cc2OCC)SC1=Nc1ccc(OC)cc1
  -0.4	-0.1	-6	8
> C=CCNc1oc(-c2cccc(C)c2)nc1C#N
  -1.4	0.0	-6	-35
> CCC(=O)NC(c1nnc2n1CCN(Cc1cc(OC)c(OC)cc1Cl)CC2)C(C)C (stereo unspecified)
  0.6	0.0	-7	9
> O=C(NC1CCCCC1)C1CCN(C(=O)c2ccccc2Cl)CC1
  -0.9	0.2	-3	-4
> S=C(Nc1ccccc1)Nc1ccc(N2CCOCC2)cc1
  -2.6	-0.2	12	-3
> O=S(=O)(CCc1ccccc1)NCc1ccsc1
  -2.0	0.6	49	15
> COc1ccc(-c2nnc(SCc3cccc(CSc4nnc(-c5ccc(OC)cc5)n4-c4ccccc4)n3)n2-c2ccccc2)cc1
  0.1	0.1	-2	3
> N#Cc1c(N)n(CCNC(=O)c2cccc([N+](=O)[O-])c2)c2nc3ccccc3nc12
  2.9	0.1	-11	4
> COc1ccccc1/C=N/NC1=NCCCCC1
  -0.5	-0.1	1	-15
> Clc1ccc(-n2nnnc2-c2ccccc2)cc1
  -0.2	0.0	-6	6
> Cn1cc(SCC(=O)NCC2CCCO2)c2ccccc21 (stereo unspecified)
  2.7	-0.1	-18	-5
> CC(C)CO/N=C1\C[C@@H](O)[C@@H](O)[C@@H]2[C@@H]3C(=O)N(C[C@@H]4CCCO4)C(=O)[C@@H]3CC[C@@H]12
  -1.5	0.3	-23	.
> COc1ccc(-c2nc3ccccc3c(=O)n2NC(=O)c2ccc(C(C)(C)C)cc2)cc1OC
  0.7	0.0	5	6
> CC1CCc2nn(CC(=O)NCCCN(C)Cc3ccccc3)cc2C1 (stereo unspecified)
  -0.2	-0.1	3	5
> Fc1ccc(-c2cc(C(F)(F)F)n3nc(-c4ccccc4)cc3n2)cc1
  -1.0	0.2	11	-1
> COc1ccc(CN2CCN(C(=O)c3cccc4ccccc34)CC2)cc1
  -0.4	-0.1	41	-1
> Cc1ccc(CN[C@H]2C[C@H]3C(=O)N[C@@H](Cc4ccccc4)C(=O)N3C2)cc1F
  -0.5	0.0	10	6
> CN1CCC(N(C)Cc2ccc(C(F)(F)F)cc2)CC1
  -0.3	-0.1	49	-4
> Cc1sc(NC(=O)CN2CCN(C(=O)/C=C/c3ccccc3)CC2)c(C(N)=O)c1C
  3.0	-0.2	6	15
> Cc1ccc(C(=O)N2CCc3ccccc3C2)cc1[N+](=O)[O-]
  3.3	-0.1	0	2
> CN(CC(=O)N(C)c1c(N)n(Cc2ccccc2)c(=O)[nH]c1=O)Cc1ccc(Cl)cc1
  -1.3	0.4	-3	5
> COc1ccc(OC)c(C(=O)c2oc3ccccc3c2NC(C)=O)c1
  1.2	-0.1	3	9
> N=C1C(c2nc3ccccc3s2)=C(O)CN1CCc1c[nH]c2ccccc12
  0.7	0.0	-6	8
> CC(C)(C)c1ccc(C2/C(=C(/O)c3ccccc3)C(=O)C(=O)N2Cc2cccnc2)cc1 (stereo unspecified)
  0.0	0.1	3	2
> COc1cc(NC(=O)c2sc3ncnc(N4CCC(C)CC4)c3c2C)cc(OC)c1OC
  1.8	0.0	14	-7
> O=[N+]([O-])c1ccc(OC/C=C2/Oc3ccc([N+](=O)[O-])cc3C2N2CCOCC2)cc1 (stereo unspecified)
  0.4	-0.2	0	-2
> O=[N+]([O-])c1cc(C(F)(F)F)ccc1NC1C2CC3CC1CC(O)(C3)C2 (stereo unspecified)
  3.9	0.3	23	-25
> Cc1cc(C)nc(SCC(=O)Nc2ccccn2)n1
  -1.6	-0.1	1	-2
> Cc1cccc(NC(=O)CC[C@H]2CN(Cc3ccccc3)CC[C@H]2N(C)C)c1
  -1.0	0.2	-2	-2
> O=C(NCc1ccncc1)c1c(F)cccc1F
  0.3	-0.1	6	-3
> CCN1CCN(C(=O)c2cn(-c3ccc(C)c(C)c3)c(=O)c3ccccc23)CC1
  0.0	0.0	10	11
> COc1ccc([N+](=O)[O-])cc1NC(=O)CCCN1C(=O)CCC1=O
  0.2	-0.1	-14	4
> O=C(O)c1cc(-c2ccco2)nc2ccc(Br)cc12
  -0.4	-0.3	58*	-7
> COc1ccc(C)cc1Nc1nc(-c2ccc(C)cc2)nc2ccccc12
  -0.4	0.1	3	-6
> C=CCn1c(SCc2ccc(Cl)cc2)nc2cc(C(=O)N3CCOCC3)ccc2c1=O
  -0.3	-0.1	1	1

Record cards (already shown):
Record of CC(C)CO/N=C1\C[C@@H](O)[C@@H](O)[C@@H]2[C@@H]3C(=O)N(C[C@@H]4CCCO4)C(=O)[C@@H]3CC[C@@H]12 = GPR151 ag: -1.5; FBW7 act: 0.3; MITF inh: -23; TEAD-YAP inh: .
Record of CC1CCc2nn(CC(=O)NCCCN(C)Cc3ccccc3)cc2C1 (stereo unspecified) = GPR151 ag: -0.2; FBW7 act: -0.1; MITF inh: 3; TEAD-YAP inh: 5
